# S1P4 agonist: agonists of human S1P4 receptor. S1P4-expressing cell line, agonist reporter assay. activation, % at 4.98 µM. AID 1509. 220,000 tested, 0.35% active. O95977; in the data active = activation above about 11%;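 also: 0% = DMSO vehicle and 100% = reference agonist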
# NPY-Y1 PAM-ag: human NPY-Y1 potentiation or agonism, primary screen; AID 1304; NPY-Y1 expressing cells, potentiator/agonist activation; activation, % at 3.6 µM; 220,000 tested, 0.37% active; P25929; in the data active = activation above about 33%, passing the limit was not always enough;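 also: cells stimulated with NPY at EC10 then isoproterenol at EC100; 0% = low agonist plus stimulus and 100% = saturating agonist plus stimulus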
# Target sequence (P25929 whole entry, looked up): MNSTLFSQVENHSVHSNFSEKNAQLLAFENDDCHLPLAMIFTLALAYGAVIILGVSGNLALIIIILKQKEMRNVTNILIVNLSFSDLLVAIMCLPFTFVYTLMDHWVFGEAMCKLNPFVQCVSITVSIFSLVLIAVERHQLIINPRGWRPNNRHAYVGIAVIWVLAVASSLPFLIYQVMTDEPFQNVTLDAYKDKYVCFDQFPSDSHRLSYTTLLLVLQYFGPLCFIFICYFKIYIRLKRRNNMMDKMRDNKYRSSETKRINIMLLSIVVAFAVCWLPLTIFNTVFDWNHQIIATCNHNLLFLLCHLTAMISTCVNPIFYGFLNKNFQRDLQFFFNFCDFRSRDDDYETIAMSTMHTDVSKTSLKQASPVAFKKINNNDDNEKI
# CHOP inhibitor: CHOP inhibition in unfolded protein response; inhibition, % at 10 µM; CHO-K1 CHOP-promoter luciferase, tunicamycin-induced, 15-18 h; 220,000 tested, 3.8% active;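 active = compounds that reduced the stress-induced luciferase reporter signal by more than about 70% of percent inhibition, limit read from the data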;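 also: 0% = tunicamycin plus vehicle and 100% = wells without tunicamycin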
# NPY2 pot ag: human NPY-Y2 potentiation or agonism, primary screen; P49146; cells expressing NPY-Y2, potentiator/agonist read-out; activation, % at 3.6 µM; 220,000 tested, 0.45% active; AID 1359; in the data active = activation above about 27%;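 also: cells stimulated with NPY near EC25 plus isoproterenol at EC100; 0% = vehicle plus submaximal agonist and 100% = vehicle plus saturating agonist; some results beyond the cut were filed as inactive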
# Target sequence (P49146 whole entry, looked up): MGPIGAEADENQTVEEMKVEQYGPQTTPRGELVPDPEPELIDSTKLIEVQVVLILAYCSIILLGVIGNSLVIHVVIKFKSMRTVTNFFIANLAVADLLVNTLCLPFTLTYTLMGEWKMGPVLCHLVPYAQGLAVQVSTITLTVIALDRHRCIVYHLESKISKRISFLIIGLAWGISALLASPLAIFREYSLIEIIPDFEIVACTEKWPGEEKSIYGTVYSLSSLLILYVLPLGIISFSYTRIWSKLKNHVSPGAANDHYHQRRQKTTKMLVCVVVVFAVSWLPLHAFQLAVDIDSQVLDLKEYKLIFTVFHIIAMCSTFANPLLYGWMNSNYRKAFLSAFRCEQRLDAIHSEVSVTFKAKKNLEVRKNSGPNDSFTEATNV
# S1P4 antag: blocks the human S1P4 receptor | O95977 | S1P4-expressing cells, antagonist mode, reporter read-out | inhibition, % at 4.98 µM | 220,000 tested, 0.26% active; in the data active = inhibition above about 29%;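 also: 0% = wells stimulated with agonist and 100% = vehicle wells without agonist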
# zfTRPN1 agonist: activates the zebrafish TRPN1 channel; HEK293 zebrafish TRPN1-YFP, Fluo-8 calcium fluorescence; 100% = response to 87 µM carbachol; activation, % at 3 µM; 220,000 tested, 0.18% active; AID 1424;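 active = activation above its plate's cutoff, the mean activation of test wells on that plate plus 3 SD, cut at about 19% in these data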;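 also: 0% = DMSO alone and 100% = 87 µM carbachol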
#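 Material: zebrafish TRPN1-YFP in HEK293 cells. Doses: one dose of 3 µM, 0.3% DMSO. Incubation: dye 1 h 37 °C plus 30 min RT. Measured by: intracellular calcium fluorescence with Fluo-8.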
# NPY-Y1 antag: antagonists of human neuropeptide Y receptor Y1; AID 1040; inhibition, % at 3.6 µM; 200,000 tested, 1% active; HEK293-CNG Y1 cells, membrane potential fluorescence; NPY at EC95, then isoproterenol; P25929;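 active = inhibition above the campaign mean inhibition of all tested compounds plus 3 SD, cut at about 20% in these data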;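 also: 0% = DMSO wells given NPY plus isoproterenol and 100% = isoproterenol alone without NPY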
#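 Material: HEK293 cells co-expressing NPY Y1 receptor and cyclic-nucleotide gated channel. Timing: compound incubation 1 h at room temperature, readout 45 min post-stimulation. Signal: fluorescence, membrane potential probe.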
# EP2 modulator: EP2 receptor (human) modulation | induction, % at 25 µM | EP2-expressing cells, cAMP HTRF FRET, PGE2 co-stimulation | 260,000 tested, 0.83% active | AID 940 | P43116;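 active = compounds whose cAMP rise, as percent of the full-agonist control response, exceeds 60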;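 also: rat C6 glioma line stably carrying human EP2 under a CMV promoter; the protocol text gives 20 µM as final concentration; 100% = response of wells given 1 µM PGE2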
# Target sequence (P43116 whole entry, looked up): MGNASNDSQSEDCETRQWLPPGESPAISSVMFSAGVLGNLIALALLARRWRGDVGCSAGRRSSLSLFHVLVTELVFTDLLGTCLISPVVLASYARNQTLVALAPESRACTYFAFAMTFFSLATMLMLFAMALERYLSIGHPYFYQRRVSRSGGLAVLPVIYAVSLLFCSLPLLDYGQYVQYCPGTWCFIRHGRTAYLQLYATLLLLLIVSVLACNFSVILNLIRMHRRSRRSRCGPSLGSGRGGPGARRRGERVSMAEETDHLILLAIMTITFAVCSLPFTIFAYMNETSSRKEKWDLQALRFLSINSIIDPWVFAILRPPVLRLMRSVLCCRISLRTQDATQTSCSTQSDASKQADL
# TRPML3 agonist: agonists of human TRPML3 channel; activation, % at 3 µM; 220,000 tested, 0.29% active; HEK293 TRPML3-YFP, Fluo-8 calcium fluorescence; 100% = the carbachol control signal; Q8TDD5;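 active = activation above its plate's cutoff, the mean activation of the plate's test wells plus 3 SD, cut at about 12% in these data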;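 also: 0% = DMSO only wells and 100% = carbachol wells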
#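 Material: HEK293 cells stably carrying human TRPML3-YFP; compound dosing: single dose, 3 µM final nominal compound, 0.3% DMSO final; incubation: 1-h 37 °C dye load, 5-s basal, 120-s post-compound reads; technique: Fluo-8 intracellular calcium fluorescence, excitation 470-495 nm, emission 515-575 nm; read-out basis: percent activation from peak-to-basal fluorescence ratio, scaled between DMSO and carbachol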
# * hit, by the source's call; x = no result given; & = joins results of further samples.
SMILES,S1P4 agonist,NPY-Y1 PAM-ag,CHOP inhibitor,NPY2 pot ag,S1P4 antag,zfTRPN1 agonist,NPY-Y1 antag,EP2 modulator,TRPML3 agonist
COc1ccc(/C=N/NC(=O)CC(=O)NCc2cccnc2)c(OC)c1,0.3,5,20,7,-9,-1.1,-3,-14,-0.2
COc1cc(/C=N/NC(=O)c2cccnc2)ccc1OC(=O)c1ccco1,-0.3,8,-12,1,3,0.4,-8,-6,0.3
COc1cc(NC2=Nc3cccc4cccc2c34)cc(OC)c1OC,-1.2,-2,50,9,-17,-1.7,0,-62,-0.2
O=C(Cc1ccccc1)Nc1ccc(C(=O)O)cc1,-0.9,-16,-11,-13,-12,-0.5,8,10,1.2
O=C(CCC(=O)Nc1nnc(C2CCCCC2)s1)NCc1ccccc1,0.0,-19,18,12,-1,1.5,x,2,1.2
CCN(CC)S(=O)(=O)c1ccc(C(=O)NCCCN=C2NS(=O)(=O)c3ccccc32)cc1,3.5,-21,6,-15,-10,0.7,0,30,-0.5
CC(C)(C)c1ccc(C(=O)NNc2cc(Cl)cc(Cl)c2)cc1,-0.6,12,-26,0,-7,1.1,x,2,0.3
O=C(/C=C/c1ccc(Br)o1)NCc1ccccc1,0.5,12,0,9,-4,-1.9,0,-45,-0.5
Cc1nc(Nc2ccc(S(N)(=O)=O)cc2)oc1C,-1.2,-1,35,-5,-9,1.6,-3,5,-0.1
O=C(Cc1ccc(Br)cc1)NC1CCSC1=O (stereo not given),2.6,10,-10,6,-1,-1.2,1,13,0.4
O=C(CSc1nc2ccc(Cl)cc2[nH]1)NCCc1ccccc1,-0.7,-13,18,1,-1,-1.2,5,-34,0.4
CC(=O)Nc1cc(-c2nn(CC(=O)N3CCCCC3)c(=O)c3ccccc23)ccc1N1CCOCC1,-0.4,4,52,7,-20,0.5,-4,6,0.1
CC1=CN2C(=N)/C(=C/c3cn(CCCOc4ccccc4C)c4ccccc34)C(=O)N=C2S1,-0.3,12,62,-3,-28,0.0,1,7,-0.2
Cc1ccc(-c2nnn(CC(=O)O)n2)cc1,1.1,-55,38,-31,-9,-0.6,11,-7,0.3
N/C(=N\OC(=O)Cc1ccccc1[N+](=O)[O-])c1ccc(Br)cc1,-0.3,4,-7,0,-9,-1.6,0,-25,-1.4
Cc1noc(C)c1COC(=O)c1cccnc1SCC(=O)Nc1ccc2c(c1)OCO2,0.1,-9,11,2,-1,-1.0,16,-4,-0.7
C=CCOc1ccc(/C(O)=C2\C(=O)C(=O)N(CCOC)C2c2cccnc2)cc1 (stereo not given),-1.0,3,-11,8,-8,0.4,-3,34,0.1
Cc1ccc(C)c(NC(=O)c2cc(=O)c3ccccc3o2)c1,3.0,-40,7,-6,1,0.2,-4,11,0.3
COc1ccc(NC(=O)CSc2nc3sc(C)c(C)c3c(=O)n2Cc2ccco2)cc1,0.2,-7,23,1,2,1.6,-4,22,0.7
CC1CCN(S(=O)(=O)c2ccc(NC(=O)CN3CCOCC3)cc2)CC1,-0.5,-3,6,7,-6,3.6,-2,-36&-7,0.6
O=C1NN(c2ccc(F)cc2)C(=O)/C1=C\c1cnn(-c2ccccc2)c1,1.1,4,70*,0,-6,0.7,1,-29,1.1
O=C(Nc1ccc(C(=O)N2CCOCC2)cc1)Nc1cccc2ccccc12,-0.1,-7,-6,17,-1,-1.6,-1,-33,-0.1
c1csc(-c2csc3ncnc(NCCCN4CCOCC4)c23)c1,-0.4,4,27,5,-11,0.9,-6,-15,3.0
Cc1c(NC(=S)N/N=C/c2ccc(Br)cc2)c(=O)n(-c2ccccc2)n1C,0.0,19,27,6,3,-0.1,x,-10,-0.2
CCCCOC(=O)C1=C(C)Nc2ncnn2C1c1ccc(OCC)c(OC)c1 (stereo not given),-0.8,-3,15,5,-18,-0.1,0,7,0.4
COc1ccccc1OCc1ccc(C(=O)NN)cc1,4.1,9,-13,-3,-6,0.3,4,-31,0.6
O=C(CNC(=S)N(CCCN1CCOCC1)Cc1cccs1)NCCN1CCOCC1,3.4,-11,-5,6,-2,0.5,1,-11,0.4
Nc1ccc2nc(N3CCOCC3)sc2c1,0.4,6,10,-6,-13,0.1,-5,-19,0.7
CCOC(=O)c1c(C)c(C(=O)N2CCc3ccccc3C2)c(C)n1CC,1.4,6,4,-8,-1,0.8,5,17,1.1
Cc1nc(-c2cccs2)ccc1C(=O)O,-0.7,-3,2,-10,-7,2.0,-4,19,0.8
CCn1c(SCC(=O)Nc2ccccc2C)nnc1-c1ccccc1O,1.8,-17,20,-1,6,0.8,3,14,0.4
CC1CC(C)(C)NC(=S)N1CCCC(=O)Nc1ccccc1F (stereo not given),-2.0,10,8,-9,-4,2.4,4,-7,0.2
OCCNc1nc(N2CCN(Cc3ccccc3)CC2)nc2ccccc12,0.6,-3,-7,3,-8,0.2,19,-12,0.2
CCN1C(c2ccccc2)=C(c2ccccc2)S/C1=C\C=C1/SC(=S)N(C)C1=O,2.3,6,x,-13,-11,-1.2,3,x,1.3
CCOc1cc(NC(=O)c2ccccn2)c(OCC)cc1NC(=O)c1ccc(OC)cc1,2.3,-14,-6,-5,-11,2.6,5,38&25,1.3
O=C(c1ccc(Cl)cc1)N(c1ccccn1)C1CCCCC1,0.4,-12,-5,3,-8,-1.2,6,31,0.1
O=C(C1CCN(S(=O)(=O)c2ccccc2F)CC1)N1CCc2ccccc2C1,0.3,-14,-4,-3,-2,0.9,7,-45,1.2
COc1ccc(C2/C(=C(\O)c3ccc4c(c3)OCCO4)C(=O)C(=O)N2CCCN(C)C)cc1 (stereo not given),1.8,11,-14,1,-21,1.3,6,-3,0.7
Cc1c(C(=O)NCc2cccnc2)oc2ccc(S(=O)(=O)N3CC(C)CC(C)C3)cc12 (stereo not given),0.4,-2,102*,-9,-6,-0.4,-1,5,0.3
CCCc1nc2c(c(=O)c3ccccc3n2C)c(=O)n1-c1cc(C)cc(C)c1,0.1,-17,-15,-28,-1,-1.4,x,21,-0.5

# Reprinted from the part before: 2 entries, then new ones.
SMILES,S1P4 agonist,NPY-Y1 PAM-ag,CHOP inhibitor,NPY2 pot ag,S1P4 antag,zfTRPN1 agonist,NPY-Y1 antag,EP2 modulator,TRPML3 agonist
Cc1c(C(=O)NCc2cccnc2)oc2ccc(S(=O)(=O)N3CC(C)CC(C)C3)cc12 (stereo not given),0.4,-2,102*,-9,-6,-0.4,-1,5,0.3
CCCc1nc2c(c(=O)c3ccccc3n2C)c(=O)n1-c1cc(C)cc(C)c1,0.1,-17,-15,-28,-1,-1.4,x,21,-0.5
CCNc1nc(NCC)nc(SCCOC(=O)Nc2ccc(Cl)cc2Cl)n1,-1.0,-40,64,-21,11,-0.8,24*,30,-0.5
CC(CCc1ccco1)NC(=O)Nc1cccc(F)c1 (stereo not given),1.3,6,48,0,-10,0.4,8,-27&-74,0.2
Cc1csc(NC(=O)c2ccco2)c1C(=O)c1ccccc1,-0.2,-5,0,4,13,-0.1,x,1,0.3
COCCn1c(SCc2cnc(-c3ccccc3)s2)nnc1-c1ccncc1,0.7,4,15,20,6,1.0,3,-55,0.7
CCS(=O)(=O)N1CCC(C(=O)NC2CCCCCCC2)CC1,0.5,0,33,5,-2,-1.3,1,13,-0.4
CCOC(=O)C(C)Sc1nnc(Cn2c(=O)sc3ccccc32)n1-c1ccccc1 (stereo not given),-1.0,0,36,-8,-12,1.8,1,9,-0.6
O=C(N/N=C/c1cc(Br)ccc1O)c1cccc(N2CCCC2=O)c1,0.7,0,54,3,-37,-0.2,3,-38,0.8
Cc1ccc(S(=O)(=O)NC2c3cccc4cccc(c34)C2Sc2nc(C)cc(C)n2)cc1 (stereo not given),-0.8,-3,-2,-13,-16,-0.9,0,30,0.4
CC(=O)OCC1O[C@@H](O[C@@H]2C[C@H]3C(C)(C)[C@H](OC(C)=O)CC[C@]3(C)[C@H]3CC[C@]45C[C@]4(CC[C@H]5[C@@H](C)C[C@@H](O)[C@H](O)C(C)(C)O)[C@@]32C)[C@H](O)[C@@H](O)[C@@H]1O (stereo not given in full),0.2,31,106*,35*,8,1.2,-10,-15,-0.1
Nc1cc(S(=O)(=O)Nc2cc(Cl)ccc2Cl)ccc1N1CCOCC1,-0.3,-1,23,-14,3,5.4,x,-27,2.5
CCOc1ccc(Cl)cc1CSc1ncn[nH]1,0.2,-1,2,-2,0,-1.0,7,26,-0.1
CN1CCN(CCCNC(=O)Cn2ncc3c4ccccc4n(C)c3c2=O)CC1,-2.7,-12,22,-15,-11,2.7,3,6,0.7
CC1(C(=O)O)C=CCN1C(=O)c1ccccc1 (stereo not given),0.2,5,11,7,-3,3.0,1,17,1.1
Cc1ccc(N)cc1S(=O)(=O)N(C)C,2.4,9,-18,-9,-9,-0.3,3,4,0.1
O=C(/C=C/c1ccco1)NC(=S)Nc1ccccc1O,0.4,-2,-8,6,-20,0.5,-2,-70,0.5
CC(NC(=O)C1CC=CCC1C(=O)O)C1CC2CCC1C2 (stereo not given),0.7,13,32,1,-30,0.1,2,21,-0.6
Cc1ccc(C)c(N(CC(=O)NC2CCCC2)C(=O)c2cc3cc4cc(C)ccc4nc3s2)c1,1.9,10,26,4,-2,1.9,-6,18,0.5
Cc1cccc(N(C(=O)CCC(=O)Nc2cc(C)on2)C(C(=O)NC2CCCC2)c2ccncc2)c1 (stereo not given),-1.9,20,-16,17,-11,2.3,-1,-3,0.0
CCCc1cc(N2CCCC(C(=O)Nc3cc(Cl)ccc3OC)C2)n2ncnc2n1 (stereo not given),0.7,7,x,-1,1,0.5,5,x,-0.8
COc1cccc(-c2cc(C(=O)NCCN3CCOCC3)no2)c1,-0.1,0,25,-3,-3,0.3,9,3,0.8

# Individual results from the entries so far:
# Value for CC1(C(=O)O)C=CCN1C(=O)c1ccccc1 (stereo not given) in EP2 modulator: 17
# Value for Cc1nc(Nc2ccc(S(N)(=O)=O)cc2)oc1C in S1P4 antag: -9
# Value for Cc1ccc(C)c(NC(=O)c2cc(=O)c3ccccc3o2)c1 in S1P4 antag: 1

# Remaining list, next part.
SMILES,S1P4 agonist,NPY-Y1 PAM-ag,CHOP inhibitor,NPY2 pot ag,S1P4 antag,zfTRPN1 agonist,NPY-Y1 antag,EP2 modulator,TRPML3 agonist
CC(C)OC(=O)c1c(NC(=O)c2cnn3c2NC(c2ccccc2)CC3C(F)F)sc2c1CCCC2 (stereo not given),0.7,-4,21,2,-15,0.5,4,6,0.3
CCOC(=O)c1sc2nc3n(c(=O)c2c1C)CCCCC3,-0.6,3,-9,-7,-7,-1.0,4,12,0.0
O=C(O)c1ccc(N/N=C/c2ccc(F)c(F)c2)cc1,2.0,-15,-19,5,-2,1.2,6,-14,0.6
O=C(c1cccs1)n1nc(-c2cccnc2)nc1NCc1ccco1,-0.9,0,7,0,8,-0.1,-2,46,0.5
O=C(Nc1ncn[nH]1)c1ccc(Cl)c(S(=O)(=O)N2CCCCCC2)c1,0.4,0,16,3,-40,0.4,9,-10,1.1
Cc1ccc(S(=O)(=O)NCC(=O)N(CC(=O)NC2CCCCC2)Cc2ccco2)cc1,1.5,-7,17,11,-10,-0.9,-4,22,-0.8
CCO[C@@H]1OC(C(=O)NCc2ccccc2)=C[C@H](C2CCCCC2)[C@H]1CCCO,1.6,17,2,6,14,-1.1,-5,-18,-0.3

# Source: PubChem BioAssay
